# MITF TRPM1 HTS: increases MITF-driven TRPM1 promoter luciferase signal; SK-MEL-5 TRPM1-promoter luciferase, 24 h; % of positive control, neutral wells = 0; activation, % at 12.5 µM; 300,000 tested, 0.75% active;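 active = mean activation of at least 80% with every replicate also reaching 80%; inconclusive = mean reaches 80% but some replicate falls short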;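 also: 0% = neutral control wells and 100% = parthenolide positive control wells; values of inactives mirror those of a sister screen read the other way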
# dFosB act: mouse delta FosB homodimer activation | P13346 | purified delta FosB, TAMRA-CDK5 oligo fluorescence polarization; percent of positive-control signal above neutral wells | activation, % at 25 µM | 340,000 tested, 0.99% active;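 active = mean activation above about 17%, with every replicate also reaching it, limit read from the data, passing the limit was not always enough; inconclusive = only one of the two conditions met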;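 also: fluorescence polarization rise as delta FosB binds a TAMRA Cdk5 AP-1 oligo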
# Target sequence (P13346 whole entry, looked up): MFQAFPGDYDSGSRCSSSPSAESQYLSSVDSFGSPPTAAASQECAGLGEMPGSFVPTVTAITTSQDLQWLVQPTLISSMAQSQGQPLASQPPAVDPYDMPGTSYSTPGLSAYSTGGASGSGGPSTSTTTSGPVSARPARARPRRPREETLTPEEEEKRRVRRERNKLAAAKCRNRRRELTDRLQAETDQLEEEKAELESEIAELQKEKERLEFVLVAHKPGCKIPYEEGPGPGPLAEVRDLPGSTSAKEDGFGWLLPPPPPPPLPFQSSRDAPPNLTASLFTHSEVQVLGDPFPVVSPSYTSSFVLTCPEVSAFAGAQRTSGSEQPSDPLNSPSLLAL
# Rtt109 HAT inh: blocks Candida albicans Rtt109/Vps75 acetyltransferase activity | inhibition, % at 34.9 µM | AID 540336 | Q5AAJ8 | purified Rtt109/Vps75, ThioGlo CoA-SH fluorescence, 4 h | 330,000 tested, 0.16% active;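 active = inhibition of at least 50% in every replicate; inconclusive = best replicate reaches 50% inhibition but some replicates fall short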
# RTF Ca sens act: increases calcium sensitivity of human cardiac regulated thin filaments; P19429+P45379; IANBD-labeled TnC RTF fluorescence at EC20 calcium; 0% EC20 calcium, 100% full calcium; activation, % at 7.2 µM; 340,000 tested, 0.24% active; AID 493008;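 active = activation above the mean over all tested compounds plus 3 SD, cut at about 30% in these data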;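 also: rise in fluorescence read as greater calcium sensitivity of cardiac thin filaments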
# Tat transport: E. coli Tat transport inhibition; inhibition, % at 10 µM; 340,000 tested, 0.036% active; E. coli MC4100 TorA-mCherry Tat export, fluorescence;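 active = mean replicate inhibition at least 50% and at least half of replicates individually reaching 50%; inconclusive = only one of the two criteria met; inactive = neither criterion met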;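 also: exported cargo escapes ClpAP degradation while cytoplasmic cargo is degraded and loses fluorescence; 0% = median of neutral control wells and 100% = median of NaSCN control wells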
# CAL PDZ FP-1: inhibitors of human CAL PDZ peptide binding; purified CAL PDZ, TMR-peptide fluorescence polarization, 1 h; inhibition, % at 24.9 µM; 300,000 tested, 0.92% active; AID 602252;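 active = mean inhibition of at least 30% with at least half of replicates also reaching 30%; inconclusive = no clear call, values can overlap the other calls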;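 also: 0% = DMSO neutral control and 100% = excess unlabeled competitor peptide PRC23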
# CDK5 inh: inhibitors of human CDK5/p35 kinase; AID 488839; Q00535+Q15078; inhibition, % at 10 µM; Recombinant CDK5/p35, ADP-Glo luminescence, 60 min; 330,000 tested, 0.01% active;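 active = highest replicate inhibition of at least 50% and at least 75% of replicates reaching 50%; inconclusive = only one of the two criteria met; inactive = both criteria failed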;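 also: plate controls were DMSO neutral control for no effect and GW8510 at 10 µM for full effect; many of its hits are not listed in these tables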
# Target sequence (Q00535 whole entry, looked up): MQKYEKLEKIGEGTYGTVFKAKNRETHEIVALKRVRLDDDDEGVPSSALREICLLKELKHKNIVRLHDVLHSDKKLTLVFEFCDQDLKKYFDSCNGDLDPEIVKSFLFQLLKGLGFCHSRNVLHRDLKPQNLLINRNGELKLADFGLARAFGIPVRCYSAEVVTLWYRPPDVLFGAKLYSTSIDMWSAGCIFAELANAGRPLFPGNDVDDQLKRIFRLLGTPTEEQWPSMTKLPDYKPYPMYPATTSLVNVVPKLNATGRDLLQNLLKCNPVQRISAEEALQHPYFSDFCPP
# Target sequence (Q15078 whole entry, looked up): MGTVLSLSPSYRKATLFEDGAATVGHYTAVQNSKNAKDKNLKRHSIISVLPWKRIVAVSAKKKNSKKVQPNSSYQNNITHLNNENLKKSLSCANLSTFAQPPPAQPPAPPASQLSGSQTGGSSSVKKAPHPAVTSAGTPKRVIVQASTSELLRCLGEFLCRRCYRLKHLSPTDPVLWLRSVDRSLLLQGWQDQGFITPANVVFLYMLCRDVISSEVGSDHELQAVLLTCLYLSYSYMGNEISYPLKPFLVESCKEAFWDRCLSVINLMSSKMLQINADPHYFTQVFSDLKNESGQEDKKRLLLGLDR
# CAL PDZ FP-2: blocks peptide binding to human CAL PDZ domain. Q9HD26. purified CAL PDZ, TMR-peptide fluorescence polarization, 1 h. inhibition, % at 20 µM. 330,000 tested, 0.02% active. AID 504414;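 active = highest replicate inhibition of at least 40%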;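 also: plate controls were DMSO neutral control wells for no effect and unlabeled competitor peptide control wells for full effect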
#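 Test system: tagged CAL PDZ domain / Buffer or medium: sodium phosphate/NaCl buffer pH 7.4 with TCEP, IgG, Thesit / Reagent: TMR-labelled reporter peptide T*-PRC34 bound in PDZ groove / Compound dosing: single point, 20 µM / Schedule: 1 h incubation at room temperature before polarization reading / Technique: fluorescence polarization (mP) / Benchmarks: unlabelled peptide, DMSO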
# V-ATPase pH: yeast V-ATPase proton transport regulation by pHLuorin | 350,000 tested, 0.37% active | S. cerevisiae, pHLuorin cytosolic pH fluorescence | response, % at 10 µM; in the data active = response mostly above about 7.3%, no sharp cut-off; inactive = mostly below about 5.4%; also: actives read high; inactives centre near 0; some compounds called inactive have numbers as strong as hits
# Wnt bcat act: activates Wnt/beta-catenin signaling in a reporter cell assay; activator, plate reader; activation, % at 9.35 µM; 300,000 tested, 1.2% active; AID 743398; in the data active = activation above about 30%, passing the limit was not always enough; inconclusive = no clear call, values can overlap the other calls;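 also: 0% = neutral control wells and 100% = positive control wells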
# * hit, by the source's call; ? = inconclusive; . = not tested or not shown.
(1) CCN1CCN(c2cc(=O)n(C3CCCCC3)c(=O)[nH]2)CC1
(2) NC(=O)CSc1nnc(CNc2cccc(Cl)c2)n1CCc1ccccc1
(3) O=C(Cn1cnc2c(nnn2Cc2ccccc2F)c1=O)NCC1CCCO1 (stereo not given)
(4) O=C(c1ccc2c3c(cccc13)CC2)N1CCOCC1
(5) COCCCNC(=O)C1CCN(C(=O)c2oc3cc4sc(N(C)C)nc4cc3c2C)CC1
(6) Cc1ccc(/C=C2/Sc3ccc(C(=O)NCc4ccccn4)cc3NC2=O)cc1
(7) CC(=O)OCC(=O)Nc1ccc([N+](=O)[O-])cc1Cl
(8) Cc1cccc(-c2nc(CS(=O)CC(=O)N3CCc4ccccc4C3)c(C)o2)c1 (stereo not given)

compound no.	1	2	3	4	5	6	7	8
MITF TRPM1 HTS	1	-6	-6	.	?	15	4	-4
dFosB act	-2	-5	-2	-8	-4	?	-6	-9
Rtt109 HAT inh	-8	12	-3	-3	2	-1	3	-7
RTF Ca sens act	6	-3	0	-8	-5	4	1	5
Tat transport	-9	-2	-5	5	4	5	-7	3
CAL PDZ FP-1	-1	-15	-3	.	-5	-3	-3	.
CDK5 inh	0.1	-1.5	0.5	1.1	1.5	-0.8	1.1	0.5
CAL PDZ FP-2	0.5	-0.7	0.7	-0.6	-1.1	0.3	-2.1	-0.5
V-ATPase pH	-1	-1	-5	4	-3	-4	-5	0
Wnt bcat act	-2	-10	.	0	15	2	5	.

(9) COc1cccc(-c2ccc(SCC(=O)NC3CCCCC3)nn2)c1
(10) Clc1ncnc2scc(-c3ccccc3)c12
(11) CCOC(=O)c1nnn(-c2nonc2-n2cccc2)c1CCl
(12) CCCC(C)NC(=O)c1ccc(OCc2ccc(Cl)cc2)c(OC)c1 (stereo not given)
(13) O=C(NNC(=O)C12CC3CC(CC(C3)C1)C2)[C@@H]1C[C@H]1c1ccccc1
(14) COc1ccc(NC(=O)c2ccc3c(c2)OCCO3)cc1OC
(15) Cc1no[n+]([O-])c1COc1ccc(/C=N/n2nnnc2N)cc1
(16) C=CCOc1c(CNc2cccc(C(=O)O)c2)cccc1OC

compound no.	9	10	11	12	13	14	15	16
MITF TRPM1 HTS	17	-13	23	0	10	75	-4	51
dFosB act	-7	0	-13	-5	-15	-4	-2	-4
Rtt109 HAT inh	-9	.	?	12	9	-9	3	6
RTF Ca sens act	-1	1	6	-6	5	-12	2	-1
Tat transport	-4	2	-7	5	3	-4	-7	-5
CAL PDZ FP-1	4	-3	-2	-1	-6	-4	-1	-3
CDK5 inh	1.5	-1.2	1.5	0.0	1.5	0.5	4.8	-0.7
CAL PDZ FP-2	-1.3	-2.2	-0.7	-0.9	-1.4	-2.5	-0.5	-0.1
V-ATPase pH	2	-1	7	2	0	0	-1	1
Wnt bcat act	5	-20	.	-1	-1	17	2	.

(17) CC1=C(C)CC(C(=O)NCC(=O)c2ccccc2)C(C(=O)O)C1 (stereo not given)
(18) CCCc1cc(=O)oc2cc3oc(C)c(C)c3cc12
(19) CC1(C)CC(=O)C2=C(C1)OC(N)=C(C#N)C2c1ccc(OC(=O)N2CCOCC2)cc1 (stereo not given)
(20) C(=N\Nc1nc(N2CCCCC2)nc(N2CCCCC2)n1)/c1c[nH]c2ccccc12
(21) CCc1ccccc1NC(=O)c1nnn(CC(=O)Nc2cccc(C)c2)c1N
(22) CN(C)C1=NC[C@H](Cc2ccccc2)N1CCc1cccc(F)c1
(23) Cc1ccc(Cn2nc(C)c(C(=O)N3CCN(S(=O)(=O)/C=C/c4ccccc4)CC3)c2C)cc1
(24) CCN1CCN(CCC(=O)Nc2ccccc2OC)CC1

compound no.	17	18	19	20	21	22	23	24
MITF TRPM1 HTS	12	.	.	-4	-2	5	-11	-3
dFosB act	-1	-5	-3	-7	7	0	-8	1
Rtt109 HAT inh	39	2	.	1	-9	5	-4	-5
RTF Ca sens act	0	8	4	-2	-7	-1	-5	-5
Tat transport	3	2	4	10	2	3	9	-15
CAL PDZ FP-1	-2	-1	1	-2	-1	2	-2	-1
CDK5 inh	-0.7	-1.2	0.0	-1.5	1.2	-0.4	-0.2	0.0
CAL PDZ FP-2	-2.6	-0.3	-1.1	-1.5	0.3	-1.7	-1.4	-0.3
V-ATPase pH	4	-3	1	0	4	-2	-1	0
Wnt bcat act	9	.	.	-29	-1	3	28	-5

(25) Cc1noc(C)c1C(=O)N1CCN(S(=O)(=O)c2cccc(Cl)c2Cl)CC1
(26) Cc1cc(C)cc(NC(=S)Nc2cccc3cnccc23)c1
(27) Cc1ccccc1NC(=S)NCC1CCC(CNC(=S)Nc2ccccc2C)CC1 (stereo not given)
(28) COc1ccc(S(=O)(=O)N2CCCN(CC(=O)Nc3ccc(OC)c(Cl)c3)CC2)cc1
(29) COc1ccc(NC(=O)c2ccc(COc3ccc(C)cc3)o2)cc1
(30) CCCOc1ccc(N2C(=O)CC(NCCc3ccc(S(N)(=O)=O)cc3)C2=O)cc1 (stereo not given)
(31) O=C(NNC(=O)c1nc2ccccc2[nH]1)OCc1ccccc1
(32) CCc1ccc(-c2nnn(CCC(=O)OC)n2)cc1

compound no.	25	26	27	28	29	30	31	32
MITF TRPM1 HTS	4	-5	.	8	21	-4	-7	.
dFosB act	-6	4	-8	-5	-9	-6	-10	-4
Rtt109 HAT inh	.	8	-9	6	0	21	2	8
RTF Ca sens act	-2	0	-12	-5	7	-4	-1	-5
Tat transport	2	-6	5	0	4	-9	1	-8
CAL PDZ FP-1	.	-4	2	-5	-5	1	-1	-2
CDK5 inh	0.4	2.1	-0.3	1.2	-3.5	-2.8	-3.5	-4.8
CAL PDZ FP-2	0.4	0.5	-1.5	-3.1	-3.6	0.9	-0.7	0.5
V-ATPase pH	7	-4	-2	-1	3	0	1	4
Wnt bcat act	4	0	-1	.	-1	.	-1	-1

(33) COc1ccc(Cl)cc1N(CC(=O)NCCSc1ccccn1)S(=O)(=O)c1ccccc1
(34) CC1Cc2ccccc2N1C(=O)c1cc2cccnc2n(C)c1=O (stereo not given)
(35) Cc1ccc(C)c(NC(=O)CN(C)C(=O)Cc2ccccc2)c1
(36) CC(=O)Nc1n[nH]c(S(=O)(=O)Cc2ccc(Cl)cc2Cl)n1
(37) CCCN1CCN(C(=O)Cn2nc(CC)n3c(cc4sccc43)c2=O)CC1
(38) COc1ccc(C(=O)NCC(=O)NCC2(N(C)C)CCCCC2)cc1OC
(39) O=C(Nc1cccc(C(F)(F)F)c1)c1ccc(-n2cncn2)nc1
(40) Nn1cnnc1N/N=C/c1ccc(F)cc1

compound no.	33	34	35	36	37	38	39	40
MITF TRPM1 HTS	13	-20	-5	14	7	.	6	4
dFosB act	-1	-6	-4	6	-1	10	4	-3
Rtt109 HAT inh	3	-2	-7	7	8	-13	1	-14
RTF Ca sens act	-4	-6	-4	-1	6	0	-6	6
Tat transport	5	-7	0	-8	2	6	-2	-8
CAL PDZ FP-1	1	-6	-3	2	1	1	-2	.
CDK5 inh	0.3	0.3	-0.1	-0.2	3.8	0.6	0.9	0.2
CAL PDZ FP-2	-1.6	-1.6	1.4	0.0	0.8	-0.4	-3.0	0.8
V-ATPase pH	1	1	3	-2	4	-2	-1	-4
Wnt bcat act	-2	2	-8	.	-2	.	3	0

(41) CC[C@@H]1CC=C[C@H]2[C@H]1C(=O)N(Cc1ccccc1)[C@H]2c1ccc(C(F)(F)F)cc1
(42) Cc1nnc(NC(=O)c2ccccc2-c2ccccc2C(=O)O)s1
(43) CCOc1cccc(C(=O)Nc2cnn(Cc3ccccc3)c2)c1
(44) Cc1csc(NC(=O)c2nc(-c3ccccc3)n(-c3ccccc3)n2)n1
(45) COC(=O)c1ccc(CNC(=O)c2ccc(OCC(=O)N3CCOCC3)c(OC)c2)cc1
(46) Cc1c(C(=O)N(C)CCC#N)oc2ccc(S(=O)(=O)N3CC(C)CC(C)C3)cc12 (stereo not given)
(47) Cc1ccc(S(=O)(=O)Nc2ccc(C(=O)Nc3ccncc3)cc2)cc1
(48) OCC1OC(n2cnc3ccccc32)CC1O (stereo not given)

compound no.	41	42	43	44	45	46	47	48
MITF TRPM1 HTS	17	-2	7	8	-2	-1	-10	3
dFosB act	3	-5	-10	-16	-2	-2	3	2
Rtt109 HAT inh	7	1	1	-4	-12	-7	6	-9
RTF Ca sens act	-9	3	-1	-2	-2	-10	-1	-1
Tat transport	-3	-7	-4	-4	-8	-1	-6	-4
CAL PDZ FP-1	-2	0	1	-3	0	-4	-3	-8
CDK5 inh	-1.3	-1.0	0.4	3.4	-0.2	1.1	0.2	-0.2
CAL PDZ FP-2	0.3	-0.6	-0.2	-1.1	-2.2	-1.1	-2.0	-1.3
V-ATPase pH	5	-2	0	-1	0	1	-1	3
Wnt bcat act	-17	-4	.	.	-2	-3	-1	0

# Of the compounds above, 3 contain an aryl thioether with sulfur outside any ring.
(2) NC(=O)CSc1nnc(CNc2cccc(Cl)c2)n1CCc1ccccc1
(9) COc1cccc(-c2ccc(SCC(=O)NC3CCCCC3)nn2)c1
(33) COc1ccc(Cl)cc1N(CC(=O)NCCSc1ccccn1)S(=O)(=O)c1ccccc1

compound no.	2	9	33
MITF TRPM1 HTS	-6	17	13
dFosB act	-5	-7	-1
Rtt109 HAT inh	12	-9	3
RTF Ca sens act	-3	-1	-4
Tat transport	-2	-4	5
CAL PDZ FP-1	-15	4	1
CDK5 inh	-1.5	1.5	0.3
CAL PDZ FP-2	-0.7	-1.3	-1.6
V-ATPase pH	-1	2	1
Wnt bcat act	-10	5	-2

# Going on with the list.
(49) CCCN(CCC)CCSc1nc(O)c(C(C)C)c(=O)[nH]1
(50) CCCn1c(O)c(N=NC(=O)CNC(=O)/C=C/c2ccc(OC)cc2)c2ccccc21
(51) CCOc1cc(N2CCOCC2)c(OCC)cc1NC(=O)CN1C(=O)NC(CC)(c2ccc(F)cc2)C1=O (stereo not given)
(52) Cn1c(=O)n(C)c2cc(NC(=O)COc3ccc(F)cc3F)ccc21
(53) Fc1ccc(C2=CC(c3ccc(Br)o3)n3ncnc3N2)cc1 (stereo not given)
(54) CSCCC(NC(=O)c1ccc(Cl)cc1)C(=O)OCC(=O)Nc1cc(Cl)ccc1C#N (stereo not given)
(55) CN(C)S(=O)(=O)c1ccc(C(=O)OCC(=O)NCc2ccco2)cc1
(56) COC(=O)c1ccc(C(=O)OC)c(NC(=S)N2CCCC(CO)C2)c1 (stereo not given)

compound no.	49	50	51	52	53	54	55	56
MITF TRPM1 HTS	1	-10	-22	.	17	-18	-11	5
dFosB act	-2	-10	-4	1	-24	-4	-4	-9
Rtt109 HAT inh	2	-7	31	-4	4	0	-9	-27
RTF Ca sens act	-3	-4	3	-2	172*	4	3	2
Tat transport	3	-2	-3	-4	12	-2	-6	3
CAL PDZ FP-1	.	0	-1	-6	-3	-2	3	-3
CDK5 inh	-2.0	0.0	-0.6	-1.2	-0.5	0.3	-1.6	-1.5
CAL PDZ FP-2	-0.7	-2.6	0.3	-0.4	-0.3	-0.7	-0.4	0.3
V-ATPase pH	-2	-4	1	3	-4	-2	0	-1
Wnt bcat act	.	-2	3	0	.	.	-1	1
